# PDI inh: PDI (human) enzyme inhibition. P07237. PDI insulin aggregation turbidity, A650, 90 min. inhibition, % at 10 µM. 0.052% of 350,000 active. AID 588391;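 active = mean inhibition across replicates of 30% or more, whatever share of single replicates reach that level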;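 note: absorbance from insulin aggregation driven by PDI reduction with DTT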
# Target sequence (P07237 whole entry, looked up): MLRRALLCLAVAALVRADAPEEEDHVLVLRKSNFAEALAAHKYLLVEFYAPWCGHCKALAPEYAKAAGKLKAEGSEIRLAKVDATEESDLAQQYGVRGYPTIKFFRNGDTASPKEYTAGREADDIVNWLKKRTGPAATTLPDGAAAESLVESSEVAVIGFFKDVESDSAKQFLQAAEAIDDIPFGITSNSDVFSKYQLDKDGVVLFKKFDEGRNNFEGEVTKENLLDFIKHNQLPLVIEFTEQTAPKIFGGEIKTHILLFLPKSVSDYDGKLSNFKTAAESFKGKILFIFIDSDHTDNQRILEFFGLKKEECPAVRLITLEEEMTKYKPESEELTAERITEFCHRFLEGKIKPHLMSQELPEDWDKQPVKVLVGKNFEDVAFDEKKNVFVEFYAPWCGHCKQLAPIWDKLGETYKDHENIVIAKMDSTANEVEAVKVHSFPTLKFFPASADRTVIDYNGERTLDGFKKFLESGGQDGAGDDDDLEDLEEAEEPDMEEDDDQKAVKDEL
# NR2E3 ag-1: activates human NR2E3 receptor | Q9Y5X4 | inhibition of corepressor binding, % at 3.98 µM | AID 602229 | 0.35% of 360,000 active | CHO-S Gal4-NCOR/VP16-NR2E3 two-hybrid, luciferase;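 active = inhibition above the mean of all tested compounds plus 3 SD, cut at about 70% in these data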;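 note: 0% = DMSO with NR2E3 transfected cells and 100% = cells lacking NR2E3 construct; higher means lower luciferase signal from less NR2E3 corepressor binding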
# Target sequence (Q9Y5X4 whole entry, looked up, the tested form may be a part): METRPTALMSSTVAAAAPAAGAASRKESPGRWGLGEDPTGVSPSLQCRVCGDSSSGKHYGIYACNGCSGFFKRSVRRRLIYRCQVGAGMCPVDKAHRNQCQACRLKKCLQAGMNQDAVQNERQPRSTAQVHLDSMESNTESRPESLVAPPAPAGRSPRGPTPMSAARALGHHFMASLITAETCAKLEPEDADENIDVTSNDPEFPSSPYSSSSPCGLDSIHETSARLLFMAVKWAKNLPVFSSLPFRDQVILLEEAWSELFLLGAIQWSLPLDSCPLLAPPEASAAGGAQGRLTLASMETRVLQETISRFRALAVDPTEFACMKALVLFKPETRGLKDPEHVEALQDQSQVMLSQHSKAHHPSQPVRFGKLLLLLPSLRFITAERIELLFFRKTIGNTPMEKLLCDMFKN
# H9c2 protect: modulators protecting cardiomyocytes from myocardial damage | H9c2 cardiomyocytes, H2O2 injury protection, ATPLite, 2 h | protection from H2O2 cell death, % at 20 µM | 0.63% of 360,000 active;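 active = compounds giving at least 50% protection of heart cells from peroxide-induced death in the single-dose screen, raw or plate-pattern-corrected value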;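 note: 0% = DMSO wells with peroxide and 100% = DMSO wells without peroxide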
# CaV13 ICDI inh: Primary screen for inhibitors of IQ motif and Ca2+-dependent inactivation inhibitor domain binding in CACNA1D, Förster resonance energy transfer in living cells, …; inhibition, % at 12.3 µM; HEK cells, CFP/YFP FRET ICDI-IQ, plate reader, 10 min; percent FRET-ratio fall versus neutral wells; AID 743397; 0.098% of 340,000 active;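 active = mean replicate inhibition of at least 30% and at least 1% of replicates passing that level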;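 note: 0% = median of the neutral control wells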
# NR2E3 ag-2: activates human photoreceptor nuclear receptor NR2E3. Q9Y5X4. GST-NR2E3/biotin-RetCOR TR-FRET, 1536-well. inhibition of corepressor binding, % at 4.78 µM. 0.12% of 320,000 active. AID 2300;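 active = percent inhibition above the cutoff of mean plus 3 SD of all tested compounds, set per screening campaign, cut at about 20% in these data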;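 note: 0% = DMSO wells and 100% = biotin wells as full block of FRET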
#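 Assay system: NR2E3–RetCOR corepressor complex. Quantity: 1.35 nM GST-NR2E3. Buffer or medium: pH 7.5 Tris-based buffer. Reagent: biotinylated RetCOR corepressor at 7 nM final. Schedule: 5 h at 4 °C. Detection: TR-FRET, emission read at 617 and 671 nm. Replicates: one well per compound, singlicate testing.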
# HIF-2a inh: blocks HIF-2a reporter activity; 786-0 RCC cells HIF-2a reporter, luciferase luminescence, overnight; inhibition, % at 18.8 µM; 0.72% of 360,000 active;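 active = inhibition of the luminescence signal of 40% or more relative to plate controls, in a single-dose primary screen at 18.75 µM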
# Shn3 3UTR inh: inhibitors of Schnurri-3 3'UTR reporter in osteoblasts; Clone20 osteoblast Shn3 3'UTR firefly luciferase, 24 h; inhibition, % at 12.5 µM; 0.52% of 360,000 active;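 active = mean inhibition of at least 75% with every replicate also reaching 75%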;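 note: 0% = median of neutral control wells and 100% = pilot-screen positive control compound; some compounds past the cut are filed as inactive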
# HTR2A ag: agonists of mouse serotonin 5-HT2A receptor (HTR2A); CHO-K1 mHTR2A beta-arrestin complementation, luminescence; percent of 30 µM serotonin response; activation, % at 7.6 µM; 0.66% of 360,000 active; AID 624169;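 active = activation above a run cutoff, the mean activation of all tested compounds plus 3 SD, cut at about 14% in these data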;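 note: 0% = plate median of compound wells and 100% = 30 µM serotonin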
# Peg3 promoter: Peg3 promoter activity inhibition. HeLa PEG-Prom luciferase reporter, luminescence, overnight. 1.7% of 360,000 active. inhibition, % at 20 µM;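 active = inhibition of at least 50% at 20 µM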
# iPSC survival up: enhancers of human iPSC single-cell survival; survival enhancement, % at 20 µM; AID 602274; hiPSC single-cell survival, ATPlite luminescence; 100% = ROCK inhibitor wells, 0% = DMSO; 0.044% of 360,000 active; in the data active = survival enhancement above about 18%;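 note: cells exposed to compounds for 16 hours before the ATP read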
# MITF TRPM1 inh: MITF TRPM1 promoter inhibition in SK-MEL-5 cells. SK-MEL-5 TRPM1 promoter luciferase, 24 h. inhibition, % at 12.5 µM. 0.83% of 330,000 active. AID 488899;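 active = mean inhibition across replicates of 60% or more, whatever share of single replicates reaches that level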; note: values of inactives mirror those of a sister screen read the other way
# * marks the source's active call; other numbers are inactive results; . = no result given.
# The line under a structure holds: HTR2A ag	H9c2 protect	iPSC survival up	NR2E3 ag-2	CaV13 ICDI inh	MITF TRPM1 inh	NR2E3 ag-1	PDI inh	HIF-2a inh	Shn3 3UTR inh	Peg3 promoter
> CN1CCN(C(=O)c2ccc(N(Cc3ccc(Cl)cc3)S(C)(=O)=O)cc2)CC1
  -2.8	-6.5	-0.3	2.1	.	12.0	4.6	5.4	11.2	-6.6	-17.5
> COc1ccccc1CN(C(=O)CNC(=O)c1ccco1)C(C(=O)NCC1CCCO1)c1ccccc1 (stereo not drawn)
  0.1	68.4*	0.5	-0.3	-2.7	.	5.7	-7.9	4.9	3.6	26.8
> O=C(N/N=C/c1ccco1)c1ccccc1OCc1ccc(Br)cc1
  3.9	-0.6	12.2	2.1	-5.1	-16.8	-17.1	-9.1	-103.4	-4.5	-41.4
> COc1ccc2[nH]c3c(c2c1)CCN1C(=O)C(CC(=O)NCc2cccc(C(F)(F)F)c2)C[C@H](C(=O)N2CCCCC2)[C@@]31CCc1ccccc1 (stereo partly drawn)
  1.7	-15.3	0.1	.	-5.0	37.4	4.3	-5.5	11.6	51.0	7.8
> Cc1ccccc1C(=O)N/N=C/c1ccccn1
  3.1	11.9	-0.7	-2.9	-1.9	-13.0	-113.3	5.9	-73.6	-56.4	-83.5
> CCCn1c(N)c(C(=O)CSc2nc3ccccc3n2CCC#N)c(=O)n(C)c1=O
  0.2	2.2	-2.3	1.4	.	16.6	-32.7	-2.5	3.6	13.0	10.3
> O=C(CN1CCOCC1)NNc1nc(-c2ccccc2)c2cc(Br)ccc2n1
  2.0	3.8	0.2	1.4	2.8	20.6	-1.7	0.7	18.9	3.4	8.8
> N#CC(c1ccc(O)cc1)c1ncc(C(F)(F)F)cc1Cl (stereo not drawn)
  -0.6	-2.6	2.1	3.5	3.8	6.3	-6.4	4.0	7.1	3.9	20.2
> O=S(=O)(NC1CC1)c1ccc(S(=O)(=O)N2CCCC(c3nc(-c4cccnc4)no3)C2)cc1 (stereo not drawn)
  -1.6	-6.6	-0.1	3.2	-8.1	19.3	0.9	3.4	-10.5	19.1	24.8
> CSc1cccc(NC(=O)Nc2ccc(Cl)cc2)c1
  0.3	-24.5	-3.0	0.2	-1.2	-46.1	-63.4	3.5	-113.8	17.3	-69.0
> O=C(c1ccc2nc(Cc3cccc(Cl)c3)oc2c1)N1CCC(O)CC1
  2.3	-4.1	-0.1	0.3	-3.9	8.8	-24.6	0.6	-4.5	-8.1	-11.2
> Fc1ccc(NC(=S)NCc2ccccc2)cc1
  2.0	-2.8	-0.4	-0.9	-19.4	.	19.2	6.7	-14.7	47.1	-28.6
> CC(=O)N1CCc2c(sc(NC(=O)CCS(=O)(=O)c3ccccc3)c2C(N)=O)C1
  -2.5	-0.2	0.6	1.7	.	-7.9	-7.1	3.3	2.2	-1.2	5.5
> Cc1nnc2sc(SCc3ccc(Cl)cc3)nn2c1=O
  -1.9	6.4	0.4	-2.0	-4.9	2.6	4.6	1.6	2.8	-3.6	-10.5
> O=C(O)c1cc(Cl)c2ccccc2c1O
  -4.4	0.2	0.9	4.3	-6.0	15.9	6.9	-0.8	17.4	-2.7	14.3
> CCCN(CCC)CCCNC(=O)C1CCC(CNS(=O)(=O)c2cccc3nsnc23)CC1 (stereo not drawn)
  6.0	-5.1	0.3	-3.7	.	-2.4	-3.3	1.0	-3.5	4.3	-12.5
> COC(=O)C1CC23C=CCN4CCC5(c6ccccc6NC15C2C)C43 (stereo not drawn)
  -4.3	4.7	-0.5	0.6	-5.2	48.1	-34.7	0.8	28.8	-5.0	8.9
> CC1C(=O)Nc2ccccc2N1C(=O)c1ccc(Cl)c(Cl)c1 (stereo not drawn)
  -6.6	-6.9	0.4	0.4	-20.8	7.8	-16.3	8.6	27.2	6.5	7.6
> O=C(OCc1nc2ccccc2s1)C1CCN(C2=NS(=O)(=O)c3ccccc32)CC1
  3.4	-14.6	2.4	-2.0	-9.8	-25.7	-43.9	25.0	-181.3	-53.8	-119.6
> COc1ccc(CCNC(=O)COc2ncnc3ccccc23)cc1
  -2.9	7.3	0.1	2.6	0.2	-3.3	-33.0	-3.6	12.1	3.9	15.2
> CCOC(=O)N1CCN(C(=O)CSc2nnc3[nH]c(=O)c(C)c(C)n23)CC1
  9.9	3.4	1.3	-0.7	-5.2	4.2	7.8	-8.5	1.6	-0.1	10.8
> COc1ccc(N(CC(=O)Nc2ccccc2OC)S(=O)(=O)c2ccc(OC)c(OC)c2)cc1
  7.8	15.1	0.8	-2.0	-9.0	-0.1	1.2	-2.6	18.6	-7.2	21.3
> COc1ccc(-c2ccc(N3C(c4ccsc4)=Cc4ccc(F)cc4C3c3c[nH]c4ccccc34)cc2)cc1 (stereo not drawn)
  -3.5	.	-0.8	.	-9.7	.	-46.7	.	-103.8	.	.
> COc1ccccc1CN(C)C[C@H]1OCc2cnnn2CCCC(=O)N([C@H](C)CO)C[C@@H]1C
  0.1	4.6	6.4	.	-4.0	.	-6.2	-19.6	10.6	-10.8	19.9
> O=C(c1ccccc1F)N1CCN(S(=O)(=O)c2ccc3c(c2)OCCO3)CC1
  -1.0	-2.7	-1.5	-1.7	-1.6	1.3	-22.5	.	4.9	-6.5	2.6
> Cc1cc(C)cc(NS(=O)(=O)c2cc(C(=O)NCc3ccccn3)ccc2Cl)c1
  -0.5	3.7	0.2	0.5	-15.6	0.9	-20.0	-0.8	20.5	1.4	0.8
> NS(=O)(=O)c1cc(C(=O)OCC(=O)Nc2ccc(Cl)cc2[N+](=O)[O-])ccc1Cl
  4.0	-8.3	1.7	0.0	4.1	-2.7	-9.2	12.2	18.8	15.4	-5.8
> CCN(CC)CCOC(=O)c1ccc(NC(=O)CCCN2C(=O)/C(=C\c3cccs3)SC2=S)cc1
  -9.2	-1.5	1.3	0.1	-5.2	3.3	3.0	-2.2	13.4	-21.6	11.2
> Cc1nnc(NC(=O)c2ccc3c(c2)NC(=O)CS3)s1
  1.4	10.9	0.0	2.3	-5.9	-14.2	6.1	-6.4	-5.7	-6.0	-20.8
> C=CC[C@@]12C=C(OC)C(=O)C(OC)=C1O[C@H](c1ccc3c(c1)OCO3)[C@H]2C
  1.2	0.6	-0.1	3.3	.	-1.0	-7.0	.	11.0	6.7	7.2

# Next part, overlapping the part above by 2 compounds.
# The line under a structure holds: HTR2A ag	H9c2 protect	iPSC survival up	NR2E3 ag-2	CaV13 ICDI inh	MITF TRPM1 inh	NR2E3 ag-1	PDI inh	HIF-2a inh	Shn3 3UTR inh	Peg3 promoter
> Cc1nnc(NC(=O)c2ccc3c(c2)NC(=O)CS3)s1
  1.4	10.9	0.0	2.3	-5.9	-14.2	6.1	-6.4	-5.7	-6.0	-20.8
> C=CC[C@@]12C=C(OC)C(=O)C(OC)=C1O[C@H](c1ccc3c(c1)OCO3)[C@H]2C
  1.2	0.6	-0.1	3.3	.	-1.0	-7.0	.	11.0	6.7	7.2
> COc1cccc(NC(=O)CCc2nnc3ccc(NCc4ccco4)nn23)c1
  0.0	7.8	0.2	0.3	-1.2	5.1	-7.5	-1.0	-8.2	-4.7	-7.3
> NC(Cc1ccc(F)cc1)c1csc(Nc2nccc(C(F)(F)F)n2)n1 (stereo not drawn)
  1.7	-8.8	-1.2	.	-8.2	.	17.1	6.0	8.3	11.5	44.1
> CC(Oc1cc2oc(=O)c3c(c2cc1Cl)CCC3)C(=O)N1C[C@H]2C[C@@H](C1)c1cccc(=O)n1C2 (stereo partly drawn)
  -3.0	0.7	-1.7	-0.2	.	-8.5	-4.0	.	6.7	-14.6	-3.5
> CCOc1ccc(OCCC(=O)OC(C)C(=O)Nc2ccc(C(C)=O)cc2)cc1 (stereo not drawn)
  -0.8	-5.4	-0.3	-2.1	-9.5	-13.3	-17.6	-4.0	-2.6	-13.2	10.5
> CC(=O)Nc1ccc(S(=O)(=O)NC(C)c2nc(-c3ccccc3)no2)cc1 (stereo not drawn)
  3.8	-4.3	2.0	2.1	-4.3	6.3	-10.8	-3.8	13.9	4.1	-6.3
> CC(C)(C)C(=O)O/N=C(\N)c1ccc([N+](=O)[O-])s1
  -1.6	3.7	-0.2	-2.7	10.6	28.0	15.2	-2.0	2.5	-5.6	-13.6
> CC1=C(C(=O)c2ccccc2)C(c2ccc(N3CCOCC3)cc2)NC(=O)N1 (stereo not drawn)
  -1.5	-7.3	-1.3	3.0	-8.0	-6.5	23.4	-1.3	2.6	-8.6	0.5
> CCOc1ccccc1CN1C(=O)NC2(CCCCCC2)C1=O
  0.9	-3.0	-0.6	0.8	-2.7	3.7	-8.3	6.9	14.9	-0.3	29.2
> O=C(Nc1nnc(COc2ccc(Cl)cc2)s1)c1cccs1
  2.4	-15.5	8.3	-8.0	-3.0	-2.9	3.5	-3.5	17.0	8.0	-3.3
> Nc1ncnc(Sc2ncccn2)c1[N+](=O)[O-]
  -0.5	-23.5	-0.7	.	1.4	79.2*	-28.1	5.7	30.1	-13.3	101.0*
> CC(C)OC(=O)c1ccc(COC(=O)c2cnccn2)cc1
  6.8	1.2	-1.8	4.2	-3.8	13.4	14.7	-1.1	-4.1	3.5	-12.7
> COc1ccc(N2CCN(C(=O)COC(=O)[C@@H](NC(=O)OCc3ccccc3)C(C)C)CC2)cc1
  1.1	-11.0	6.2	.	-6.0	9.1	-35.9	4.1	4.3	56.1	17.3
> Cc1cc(Cl)ccc1NC(=O)CN1CCN(C(=O)c2ccco2)CC1
  3.7	4.2	0.4	-2.1	-2.7	3.9	3.0	-2.3	-7.0	15.6	-3.0
> CCCCOc1ccc(NC(=O)Cn2c(=O)ccc3c(C)cc(C)nc32)cc1
  -1.0	-13.0	-1.3	0.8	.	7.4	3.9	9.5	18.1	-12.3	7.8
> CC(C)c1c(C(=O)N/N=C/c2cccc(OCc3ccccc3)c2)nnn1-c1nonc1N
  0.5	-15.4	-0.2	-4.1	-2.5	11.3	-28.2	-2.1	-117.4	0.1	-9.6
> CCc1ccccc1NC(=O)c1cc(S(=O)(=O)N2CCc3ccccc32)cn1C
  27.5*	-12.1	1.0	-3.2	-10.0	.	-5.9	.	7.7	5.1	24.1
> CN(C)C/C(Cl)=C(\Cl)c1ccccc1
  -2.8	9.6	-0.7	6.0	.	4.2	-3.4	1.5	12.3	9.1	-10.6
> O=C(Nc1ccon1)c1sc2cc(Cl)ccc2c1Cl
  -2.8	-3.1	0.7	-12.9	.	-23.8	8.3	0.1	-182.3	-90.5	-139.8
> COc1ccc(C(C(=O)Nc2ccc(C(C)C)cc2)N(C)C(=O)c2ccc(=O)[nH]c2)cc1 (stereo not drawn)
  -1.5	-2.4	0.7	-0.3	10.6	4.5	6.5	2.2	17.2	11.6	8.6
